# T cell modulator: T cell immune modulation candidate; calls only at 7 µM; 0.068% of 330,000 active; AID 2052; 2C CD8+ T cell-vesicle binding, flow cytometry; hits give low values;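 active = response, share of CD8 T cells binding vesicles, and their 90th percentile fluorescence all below set limits, cut at about 80% in these data, passing the limit was not always enough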
#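 Read-out – percent CD8+ FL2 mean versus row control · System – murine 2C transgenic CD8+ T lymphocytes · Times – 1.5 h cell–vesicle binding at 37 °C, then 20 min icy labelling · Control set – naked vesicles low, QL9 vesicles with vehicle high · Detection – cytometric PE anti-B7-1 and Alexa647 anti-CD8 signals after 1% paraformaldehyde fixation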
# MT stabilize HCS: microtubule stabilization, imaging screen. HeLa tubulin immunostaining HCS, 24 h; share of cells brighter than vehicle mean+2SD. % tubulin-high responders, % at 10 µM. 0.83% of 200,000 active. AID 2205;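 active = plate Z-score above 3 for both tubulin-high and condensed-nucleus cell shares, with cell loss under 80%, at 10 µM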;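 note: anti alpha tubulin signal scored within the nucleus-defined area of each cell; some results filed as inactive read as strong as hits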
# human PMI inhibitors: MPI inhibition at elevated mannose 6-phosphate – biochemical, fluorescence intensity, high mannose 6-phosphate, primary screen (AID 1220); recombinant PMI enzyme, coupled fluorescence intensity; higher % means a stronger effect; one-dose inhibition, % at 20 µM; IC50 in µM for titrated hits; 0.66% of 190,000 active
# bCat nuc transl: alters nuclear translocation of beta-catenin in HeLa cells; nuclear translocation activity, % at 5 µM; immunofluorescence imaging; 0.3% of 190,000 active; AID 1665;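 active = nuclear translocation activity above 50% at 5 µM, with a well cell count of 50 or more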;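 note: per-cell ratio of nuclear to cytoplasmic median beta-catenin stain intensity; plate controls were DMSO negative control for no effect and GSK-3 inhibitor IX positive control for full effect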
#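 System: HeLa cells, endogenous beta-catenin; compound dosing: 5 µM primary single dose, 0.1% DMSO, 0.02–20 µM confirmation series; incubation: 24 h compound exposure at 37°C, 5% CO2; signal: beta-catenin immunofluorescence imaging with DAPI; evaluation: % activation, nuclear-to-cytoplasmic median beta-catenin signal ratio per cell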
# Autophagy mod: alters autophagy in cells | 0.98% of 190,000 active | MEF GFP-LC3 puncta imaging; test concentration mostly 10 µM | calls only at 10 µM (by protocol);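 active = percentage of spot-positive cells more than 3 SD above its plate mean, without a fluorescence outlier flag or 80% toxicity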;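 note: spot-positive cell cutoff set from DMSO-treated cells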
# Insulin prom up: MIN6 insulin promoter up-regulation. MIN6 insulin promoter-GFP reporter, high-content imaging; hits give high values. z-score at 5 µM. 0.3% of 190,000 active;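 active = z-score above 3 at 5 µM with at least 500 cells counted in the well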
# PMI inhibitors: MPI enzyme activity inhibition – biochemical, fluorescence intensity, coupled assay, primary screen (AID 1209); purified PMI enzyme, coupled fluorescence intensity; higher % means a stronger effect; 0.42% of 190,000 active; inhibition, % at 20 µM; hits with a dose series show IC50 in µM;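 note: plate controls were DMSO vehicle for no effect and wells lacking substrate for full effect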
# TNAP activation fold: human TNAP enzyme activators, primary screen, biochemical, luminescent, no phosphate acceptor, uHTS (AID 1001); purified TNAP, luminescent activation assay, no phosphate acceptor; higher activation fold means a stronger effect; activation fold at 20 µM, or EC50 in µM where a hit was titrated; 0.03% of 200,000 active; in the data active = activation fold from about 3, or a potency from the dose series; inactive = the rest, 99 in 100 with activation fold below about 1.6; note: many of its hits are not listed in these tables
# Lipid droplet: hepatic lipid droplet formation modulation | AML12 mouse hepatocytes, oleate lipid droplets, BODIPY imaging | inhibition, % at 6.5 µM | 0.4% of 240,000 active;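 active = lipid droplet intensity inhibited by at least 50%, with more than 500 cells counted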
#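 material = mouse AML12 hepatocyte cell line, fixed after treatment | also added = 100 µM oleic acid challenge | doses = compound at 6.5 µM only | schedule = overnight exposure | technique = Image-based BODIPY and DAPI two-channel analysis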
# Insulin prom up cell count: also measured in Insulin prom up; calls as there; cell count; measured here: cytotoxicity, nuclei count;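 total cells summed across four imaged fields per well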
# Lipid droplet cells 6.5 µM: second read-out of Lipid droplet, no call of its own (marks repeat the call); cell count; measured here: cell count, cytotoxicity flag;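 cells counted across two imaged fields per well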
# bCat nuc transl cell count 5 µM: further read-out of bCat nuc transl, marked with its call; cell count; measured here: cell count, cytotoxicity flag
# T cell modulator vesicle-bound %: recorded beside T cell modulator, whose call it bears; double positive events, %; measured here: CD8+ vesicle-bound cell fraction;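 binding gate set so that unloaded-vesicle control wells show 10% double positive cells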
# MT stabilize HCS Hoechst-high %: recorded beside MT stabilize HCS, whose call it bears; % Hoechst-high responders; measured here: nuclear condensation Hoechst responders;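 share of cells brighter than vehicle mean plus two SD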
# MT stabilize HCS cytotoxicity %: second read-out of MT stabilize HCS, no call of its own (marks repeat the call); toxicity, %; measured here: cytotoxicity by cell density;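 0% = mean cell density of plate MIN control wells and 100% = no cells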
# Autophagy mod cell loss 18 h: second read-out of Autophagy mod, no call of its own (marks repeat the call); toxicity, %; measured here: cell loss, nuclei count;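 cell loss after 18 h compound exposure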
# * marks the source's active call; other numbers are inactive results; i = inactive; . = no result given. Cut-off read from the data, not from the text of the source, unless noted: active = inhibition above about 50%; inactive = the rest.
SMILES,T cell modulator,T cell modulator vesicle-bound %,MT stabilize HCS,MT stabilize HCS Hoechst-high %,MT stabilize HCS cytotoxicity %,human PMI inhibitors,bCat nuc transl,bCat nuc transl cell count 5 µM,Autophagy mod,Autophagy mod cell loss 18 h,Insulin prom up,Insulin prom up cell count,PMI inhibitors,TNAP activation fold,Lipid droplet,Lipid droplet cells 6.5 µM
Cn1c(CSCc2ccc(F)cc2)nnc1SCC(=O)N1CCN(c2ccccc2)CC1,i,16.6,2.1,1.9,1.5,-2.1%,1.3,1376,i,-23.9,0.11,1504,3.4%,1,.,.
CC(NC(=O)OC(C)(C)C)C(=O)NC(CCC(=O)OCc1ccccc1)C(N)=O (stereo not given),i,45.3,1.1,1.1,4.8,-8.9%,-4.1,672,i,10.4,.,.,-9.2%,1.1,1.0,698
COc1cccc(-c2noc(C3CCCN(C(=O)Cc4ccccc4)C3)n2)c1 (stereo not given),i,42.4,4.9,3.0,6.3,-2.0%,-0.7,1054,i,19.8,0.04,1295,1.6%,1.1,-10.5,725
CN1CCCC(OC(=O)c2cccc(S(=O)(=O)N3CCCCCC3)c2)C1 (stereo not given),i,59.1,.,.,.,.,-0.7,1277,.,.,-0.23,1014,.,.,-5.6,710
COc1ccc(NC2=C(C(C)=O)C(c3ccc(OC)cc3)C(C(C)=O)C(C)(O)C2)cc1 (stereo not given),i,56.8,4.1,2.1,6.3,10.6%,-0.9,975,i,-11.1,1.17,1473,8.6%,1.1,-8.8,568
CCCCCCC(=O)NCC(=O)OCC(=O)c1ccccc1,i,33.3,6.0,0.9,3.3,3.5%,-3.5,1059,i,7.4,0.72,1302,-0.8%,1.1,.,.
CCNC(=O)COn1c(SCC(=O)NCC)nc2ccccc2c1=O,i,9.9,4.4,3.3,7.8,4.5%,.,.,i,9.5,.,.,3.5%,1.1,.,.
N/C(=N\N=C\c1ccc2c(c1)OCO2)c1nonc1N,i,34.5,3.7,2.7,6.8,5.5%,.,.,i,0.0,0.03,1275,4.9%,1.1,-2.4,695
FC(F)(F)c1cc(C(F)(F)F)c2ccc(N3CCN(c4ccc(Cl)cc4)CC3)nc2n1,i,6.6,2.5,0.5,7.8,4.9%,0.6,1298,i,25.6,-0.22,1560,8.2%,1.1,.,.
Cc1nc2ncnn2c(C)c1CCC(=O)NCCC1=CCCCC1,i,33.6,5.3,3.4,4.9,-0.8%,-0.4,1359,i,0.6,-0.5,1443,3.3%,1.1,.,.
Cc1ccccc1C1=NC(C(F)(F)F)(C(F)(F)F)c2c(n(C)c(=O)n(C)c2=O)N1,i,44.4,2.7,2.9,0.9,-9.4%,4.5,556,i,-1.1,-0.55,1308,-8.4%,1.1,-4.7,645
COc1ccc(-c2csc(NC(=O)COc3ccc(N(C)S(=O)(=O)c4ccc(C)cc4)cc3)n2)cc1,i,43.0,1.3,2.7,8.7,5.8%,1.7,1057,i,3.3,-0.13,1365,44.0%,1.3,-15.3,546
Cc1c(NC(=O)/C(C#N)=C/c2ccc(-c3ccc(Cl)c(Cl)c3)o2)c(=O)n(-c2ccccc2)n1C,i,54.0,6.9,2.4,4.7,7.6%,1.6,1102,i,19.9,-0.11,1283,16.6%,1,2.0,671
C=CCN(CC=C)C(=S)Nc1ccccc1,i,17.0,1.8,1.6,8.3,9.6%,-1.2,1380,i,-14.2,0.9,1304,13.2%,1.1,.,.
O=C(NCc1ccccc1Cl)c1cc([N+](=O)[O-])ccc1Cl,i,45.6,2.8,1.5,6.0,-22.2%,0.2,1426,i,-6.1,-0.29,1516,-4.2%,1.1,-4.3,634
CCOC(=O)c1nn(-c2ccccc2)c(=O)cc1SC1CCCCC1,i,35.3,1.8,1.5,3.4,3.3%,0.0,1501,i,9.9,-0.96,1453,2.1%,1.1,7.2,736
O=C(Nc1ccc(Cl)cc1)c1csc(-c2ccccc2)n1,i,48.9,1.7,1.2,7.4,-0.7%,-1.6,1062,i,2.5,-0.68,1571,0.3%,1,-7.9,501
O=C(OC1CCCCC1)c1ccc(NC(=O)C2CCCCC2)cc1,i,12.0,1.6,1.8,10.0,11.4%,.,.,i,6.8,-0.85,873,15.5%,1.2,24.3,785
Cc1sc2ncnc(SC(C)C(=O)N3c4ccccc4Sc4ccccc43)c2c1C (stereo not given),i,49.5,4.5,1.5,9.1,3.7%,1.7,1021,i,0.5,-0.62,1315,5.8%,1,-61.4,658
CCCCn1c(SCc2cc(=O)[nH]c3ccccc23)nc2c1c(=O)n(C)c(=O)n2C,.,.,2.3,1.9,3.5,18.0%,2.7,1218,i,-17.5,0.17,1309,14.4%,1,-0.1,785
CC12CN(C(=O)c3ccccc3)C3(C#N)CC1CCC23C (stereo not given),i,16.0,2.6,1.3,5.9,3.1%,0.5,888,i,5.9,-0.08,1108,8.0%,1.1,7.7,719
COc1ccnc(N=CNOCc2ccc(F)cc2Cl)c1C#N,i,52.0,3.1,2.6,7.7,-8.0%,-3.6,1202,i,1.3,-0.14,930,-5.0%,1.1,11.2,752
COC(=O)c1ccc(OC(=O)c2ccccc2F)cc1,i,24.3,3.0,4.4,6.7,10.6%,-0.7,1114,i,-2.9,0.23,1394,11.9%,1.6,14.0,619
CN1CCN(/N=C/c2nc(-c3cccc([N+](=O)[O-])c3)n3ccccc23)CC1,i,46.0,4.5,1.7,5.6,17.4%,-2.5,1040,i,18.6,0.34,1557,8.1%,1.1,2.3,622
O=C(Nc1nc2ccsc2c(=O)s1)c1ccc(F)cc1Cl,i,46.2,.,.,.,.,0.0,1324,.,.,-0.02,978,.,.,-1.6,672

# 5 entries drawn at random from the list so far, as already listed:
SMILES,T cell modulator,T cell modulator vesicle-bound %,MT stabilize HCS,MT stabilize HCS Hoechst-high %,MT stabilize HCS cytotoxicity %,human PMI inhibitors,bCat nuc transl,bCat nuc transl cell count 5 µM,Autophagy mod,Autophagy mod cell loss 18 h,Insulin prom up,Insulin prom up cell count,PMI inhibitors,TNAP activation fold,Lipid droplet,Lipid droplet cells 6.5 µM
CN1CCN(/N=C/c2nc(-c3cccc([N+](=O)[O-])c3)n3ccccc23)CC1,i,46.0,4.5,1.7,5.6,17.4%,-2.5,1040,i,18.6,0.34,1557,8.1%,1.1,2.3,622
COC(=O)c1ccc(OC(=O)c2ccccc2F)cc1,i,24.3,3.0,4.4,6.7,10.6%,-0.7,1114,i,-2.9,0.23,1394,11.9%,1.6,14.0,619
CC(NC(=O)OC(C)(C)C)C(=O)NC(CCC(=O)OCc1ccccc1)C(N)=O (stereo not given),i,45.3,1.1,1.1,4.8,-8.9%,-4.1,672,i,10.4,.,.,-9.2%,1.1,1.0,698
CCNC(=O)COn1c(SCC(=O)NCC)nc2ccccc2c1=O,i,9.9,4.4,3.3,7.8,4.5%,.,.,i,9.5,.,.,3.5%,1.1,.,.
CN1CCCC(OC(=O)c2cccc(S(=O)(=O)N3CCCCCC3)c2)C1 (stereo not given),i,59.1,.,.,.,.,-0.7,1277,.,.,-0.23,1014,.,.,-5.6,710

# More entries
SMILES,T cell modulator,T cell modulator vesicle-bound %,MT stabilize HCS,MT stabilize HCS Hoechst-high %,MT stabilize HCS cytotoxicity %,human PMI inhibitors,bCat nuc transl,bCat nuc transl cell count 5 µM,Autophagy mod,Autophagy mod cell loss 18 h,Insulin prom up,Insulin prom up cell count,PMI inhibitors,TNAP activation fold,Lipid droplet,Lipid droplet cells 6.5 µM
COc1ccc2[nH]c(O)c(N=NC(=O)Cc3cccs3)c2c1,i,29.6,.,.,.,.,7.6,1175,.,.,-0.05,989,.,.,3.8,616
Cc1ccc2nc(NC(=O)C3CCCN(S(=O)(=O)c4cccc5nsnc45)C3)sc2c1 (stereo not given),i,31.1,8.4,1.8,4.0,28.2%,-2.5,902,i,-16.1,0.53,791,17.1%,1,.,.
CN(C1CCCCC1)S(=O)(=O)c1ccc(NC(=O)c2ccco2)cc1,i,20.6,5.4,2.7,7.1,23.7%,-2.6,1025,i,-1.8,0.32,1250,22.5%,1.1,9.0,822
CCCc1nnc(NC(=O)CN2C(=O)c3ccccc3C2=O)s1,i,40.6,3.5,2.1,3.0,-16.7%,.,.,i,-2.1,.,.,-15.2%,1.1,-8.1,683
O=C(CNC(=O)c1cccc(F)c1)OCc1cc(=O)n2cc(Br)ccc2n1,i,30.4,2.7,3.4,7.1,-4.5%,-0.5,978,i,13.8,0.01,1349,7.2%,1.1,14.0,714
Clc1ccc(-n2nnnc2CN2CCOCC2)cc1Cl,i,21.4,3.7,1.6,3.0,-16.1%,0.2,1084,i,5.3,-0.01,1426,-8.3%,0.9,-3.7,628
CCn1c(=O)c(C(=O)Nc2ccccn2)c(O)c2ccccc21,i,41.8,2.1,2.1,1.2,.,0.5,1506,i,11.0,-0.11,1098,.,1.1,-3.7,665
COc1ccc(NC(=O)Nc2c(C)n(-c3ccccc3)c(=O)n2C)cc1OC,i,59.2,5.0,2.8,5.2,1.7%,0.3,1128,i,14.0,-0.36,1285,2.7%,1.1,-15.6,765
CCC(C)C(NC(C)=O)C(=O)NC(=O)NC(c1ccccc1)c1ccccc1 (stereo not given),i,19.6,1.3,2.6,6.5,-8.6%,-3.9,1194,i,29.7,-0.18,892,1.0%,1.1,16.9,779
CN(Cc1ccccc1)C(=O)CCc1ccccc1,i,45.0,2.4,1.9,3.1,2.9%,-5.8,586,i,3.1,0.06,1335,-9.8%,1,-18.3,646
CCCCN1C(=O)c2ccc(C(=O)Nc3cccc(C)c3C)cc2C1=O,i,48.2,1.8,1.5,6.5,-8.5%,.,.,i,2.2,-0.27,934,-5.1%,1.1,0.4,832
CCCn1c2c(c(O)c(C(=O)Nc3ncccc3O)c1=O)CCCC2,i,8.4,3.9,3.3,2.6,32.9%,4.2,1133,i,8.2,.,.,5.4%,1.2,.,.
O=C(Cc1n[nH]c(=O)[nH]c1=O)N/N=C/CCc1ccccc1,i,36.3,.,.,.,.,1.0,1223,.,.,0.09,1237,.,.,-17.3,742
Cc1ccc2cc(CN(Cc3nnnn3C3CCCCC3)CC3CCCO3)c(=O)[nH]c2c1 (stereo not given),i,8.5,4.8,3.3,7.7,6.9%,-1.0,981,i,-7.2,-0.97,1196,-3.0%,1.1,.,.

# Compound activity from PubChem BioAssay.

# Compounds as they come; about 2.9% have a hit in one of these screens.
